Source: PubChem BioAssay (National Center for Advancing Translational Sciences (NCATS))
MCF10A rerep: DNA re-replication induction in MCF 10a cells; AID 624296; MCF 10A DNA re-replication, Hoechst nuclear intensity, 48 h; Potency, µM (series often up to 46.1 µM), for the others: top-dose activity, positive = re-replication, hits mostly activators; actives 2.9% (n = 350,000); also: potency is read from the fitted curve at half-maximal effect; % of control where 0% means no effect; nearly all actives have a fitted effect of over 50% in size
ATXN viability: reduces viability in counter-screen for ATXN expression inhibitors; S2 cells (HEK-293 line with an ATXN2-luciferase reporter) viability, CellTiter-Fluor protease fluorescence, 24 h; Potency, µM (series often up to 56.7 µM), hits mostly cytotoxic; actives 0.49% (n = 400,000); also: potency is read from the fitted curve at half-maximal effect; nearly all actives have a fitted effect of over 40% in size
IL1B secr inh: inflammasome signaling inhibition, IL-1 beta readout. THP-1 LPS/ATP IL-1B secretion, AlphaLISA, 16 h; stronger effect = lower value. activity change, % at 57.5 µM. actives 4.7% (n = 360,000); in the data active = activity change below about -50%; inconclusive = mostly about -30% to -49%; also: % is scaled to controls: 0 for no effect and ±100 for the full control effect
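Secreted IL-1B measured by AlphaLISA bead assay after 16 h compound exposure of THP-1 cells; compounds (final up to 57.5 uM) added 1 h before LPS (250 ng/mL) and ATP (1.25 mM) stimulation; lower signal means less secretion.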
ATXN2 expr inh: inhibitors of ATXN2 expression | HEK-293 ATXN2-luciferase reporter, luminescence, 24 h | Potency, µM (top dose mostly 57 µM), for inactives: at the top dose activity change, negative = inhibition, hits mostly inhibitors | actives 0.72% (n = 360,000) | AID 1745845; also: potency is read from the fitted curve at half-maximal effect; % is scaled to controls: 0 for no effect and ±100 for the full control effect; nearly all actives have a fitted effect of over 55% in size
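qHTS (up to 57 uM final) was run with 24 h compound exposure of reporter cells at 37 °C. Each well was multiplexed: SteadyGlo luminescence measured ATXN2-luciferase expression after a fluorogenic Gly-Phe-AFC viability readout (25 uM final).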
Nrf2 ARE act: activates Nrf2 signaling. actives 0.31% (n = 410,000). Potency, µM (doses to about 46.1 µM), without a hit: at the top dose activation, usual class: activators. AREc32 ARE-luciferase reporter (MCF7-derived line), luminescence, 24 h; also: potency is read from the fitted curve at half-maximal effect; % of control where 0% means no effect; nearly all actives have a fitted effect of over 65% in size
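AREc32 cells carrying an ARE-driven firefly luciferase reporter were seeded at 1000 cells/well in OPTI-MEM with 5% FBS, then exposed to compound for 24 hr at 37 deg C. Luminescence was read with Steady-Glo after 30 min at RT.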
TGFb SMAD3 inh: TGF-b pathway inhibition; actives 1.2% (n = 410,000); Potency, µM (doses to about 46.1 µM), for inactives: at the highest dose activity, negative = inhibition, most hits filed as inhibitors; AID 588855; HepG2 CAGA-GFP TGF-b/SMAD3 reporter, GFP fluorescence, 18 h; TGF-beta stimulated, 500 pg/mL final; also: potency is read from the fitted curve at half-maximal effect; % is scaled to controls: 0 for no effect and ±100 for the full control effect; nearly all actives have a fitted effect of over 65% in size
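Inhibition was scored as loss of TGF-beta-induced (500 pg/mL final, 18 hours, 37 degrees C) GFP in HEPG2 cells carrying a CAGA-GFP reporter, in DMEM with 1% FBS. Well GFP was summed per cell; Activity was normalised to unstimulated and stimulated DMSO wells, then concentration-response fitting.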
HepG2 tox: counter-screen for TGF-b inhibitors: cytotoxicity in HepG2 cells; HepG2 CAGA-GFP viability, ATP luminescence, 18 h; Potency, µM (titrated, usually from 46.1 µM), for the others: top-dose activity change, negative = cytotoxicity, hits mostly cytotoxic; AID 588856; actives 0.76% (n = 410,000); also: potency is read from the fitted curve at half-maximal effect; some results filed as inactive show a strong effect at the top dose
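CellTiter-Glo luminescence gave cytotoxicity after 18 hours at 37 degrees C. The cells were HepG2 CAGA-GFP in 1% FBS DMEM, stimulated with 500 pg/mL TGF-beta after compound addition. %Activity was normalised to no-cell wells (complete cell-killing) and DMSO (no toxicity), and curves were fitted and classified.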
Nrf2 inh: Nrf2 pathway inhibition. A549 ARE-Fluc reporter, luciferase luminescence, 18-24 h. Potency, µM (doses to about 46 µM), for inactives: at the highest dose activity change, negative = inhibition, most hits filed as inhibitors. actives 2.1% (n = 360,000); also: potency is read from the fitted curve at half-maximal effect; % is scaled to controls: 0 for no effect and ±100 for the full control effect; nearly all actives have a fitted effect of over 60% in size
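Nrf2 activity is the BugLite luminescence, read 15 min after reagent at room temperature, following CellTiter-Fluor cytotoxicity readout (30 min, 37C). Compound titrations were applied for 18-24 h to 5000 A549 ARE_Fluc cells/well in 5% FBS OPTI-MEM.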
A549 viability: counter-screen for Nrf2 inhibitors: cytotoxicity in A549 cells. AID 504648. actives 0.16% (n = 390,000). Potency, µM (titrated, usually from 46 µM), for the others: at the highest dose activity change, negative = cytotoxicity, usual class: inhibitors. A549 ARE-Fluc cells, CellTiter-Fluor viability, 18-24 h; also: potency is read from the fitted curve at half-maximal effect; % is scaled to controls: 0 for no effect and ±100 for the full control effect
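A549 ARE_Fluc cells in 5% FBS OPTI-MEM were exposed to compounds in concentration-response for 18-24 h at 37 deg C. Viability was read by CellTiter-Fluor fluorescence (Ex 405/Em 525) after 30 min, before the luciferase read.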
Numbers without * were called inactive; i = inactive; ? = inconclusive; · = no result given; [ ] = dose if it differs, or a comment. Unless noted, calls follow the shape of the dose curve; as a rule, active = well fitted curve in the direction sought with a large enough effect; inconclusive = small, poorly fitted or top-dose-only effect, or another doubt; inactive = no such curve, though single readings can be large; an effect the other way counts as inactive or inconclusive.

structure,MCF10A rerep,ATXN viability,IL1B secr inh,ATXN2 expr inh,Nrf2 ARE act,TGFb SMAD3 inh,HepG2 tox,Nrf2 inh,A549 viability
CCc1ccc2oc(=O)cc(CN3CCN(c4ccc(F)cc4)CC3)c2c1,?,?,11.1,?,2.5%,3.8%,-3.9%,?,-18.4%
Cc1ccc(S(=O)(=O)N2CCC[C@H]2C(=O)Oc2ccccc2)cc1,-6.0%,i,7.4,-4.8%,0.6%,-7.1%,11.7%,3.6%,0.9%
NC(=N\N=CCc1ccccc1)/C(N)=N/N=CCc1ccccc1,-9.4%,?,-20.8,7.1%,11.7%,13.2%,-5.0%,?,-7.7%
Cc1c(C(=O)Oc2cccc3ccccc23)cnn1-c1ccccc1,7.8%,i,22.2,65.3%[activator],8.5%,-2.3%,-15.5%,?,3.0%
O=C(NCc1cc(C(F)(F)F)cc(C(F)(F)F)c1)c1cc(-c2cc(F)ccc2OCC2CCCO2)n[nH]1 (stereo unspecified),·,i,13.0,8.1%,0.6%,-6.9%,-13.1%,·,·
CSc1cccc(-c2nnc(NC(=O)c3cccc(N4C(=O)CCC4=O)c3)o2)c1,14.9%,i,-8.6,1.1%,-0.7%,6.3%,3.0%,-2.5%,-3.5%
CCOc1ccc(C(=O)Nc2cccc(NC(=O)c3ccco3)c2)cc1Cl,·,·,·,·,4.4%,-0.4%,-6.3%,?,-12.0%
CC(C)(C)OC(=O)N/N=C\C=C\c1ccc2c(c1)OCO2,10.8%,i,?,87.8%[activator],0.0%,?,2.4%,23.1%,-3.4%
Cc1ccc(C)c(OCCC(=O)OCC(=O)Nc2cc(S(=O)(=O)N3CCOCC3)ccc2C)c1,-1.4%,i,-4.4,-4.8%,2.8%,-2.7%,-53.2%,?,1.0%
Cc1cc(C)n(-c2nnc(Nc3ccc(C)c(C)c3)c3ccccc23)n1,·,i,·,0.3%,3.9%,-13.2%,-28.7%,-17.5%,-6.6%
Cn1c(N)c(S(=O)(=O)N2CCN(Cc3ccccc3)CC2)c(=O)n(C)c1=O,3.2%,i,4.8,8.1%,0.3%,6.3%,1.5%,-3.6%,1.3%
CCOc1ccc(-n2c(Cc3ccccc3)nnc2SCc2c(C)noc2C)cc1,-2.0%,i,-1.3,2.4%,2.0%,?,-25.1%,·,-3.9%
Cn1c(=O)[nH]c(=O)c2c1nc(N1CCCCCC1)n2CCN1CCCCCC1,3.4%,i,23.2,-1.5%,-0.6%,-1.0%,-15.1%,4.4%,4.8%
CN(C(=O)Cn1cnc2onc(-c3ccc(F)cc3)c2c1=O)c1ccccc1Cl,·,i,·,-1.7%,0.5%,?,-32.8%,?,5.5%
C=CCn1c(C(C)NC(=O)C(C)(C)C)nc2ccccc21 (stereo unspecified),-1.4%,i,13.0,-5.6%,-0.7%,2.7%,8.0%,6.7%,1.4%
COc1cc(CC(=O)N2CCN(C(=O)C3CCCO3)CC2)cc(OC)c1OC (stereo unspecified),18.1%,?,4.0,-17.4%,0.3%,-2.0%,-3.7%,2.4%,-3.2%
Fc1cccc(CNC2CCN(CCc3ccccc3)CC2)c1,16.4%,i,·,-11.4%,0.3%,-9.8%,-16.3%,7.2%,-4.5%
O=C(COc1ccc2oc(-c3ccccc3)cc(=O)c2c1)NCc1ccco1,13.9%,i,-3.1,24.7%,?,-15.2%,-104.6%,·,-1.7%
CCC(C)NC(=O)CC1Oc2ccc(C)cc2NC1=O (stereo unspecified),3.1%,i,1.2,3.1%,0.4%,-0.5%,2.2%,9.8%,5.0%
COc1ccc(N2Cc3ccccc3/C2=N\C(=O)Nc2ccccc2)cc1,6.6%,i,-22.5,30.7%,2.4%,0.0%,-1.8%,3.3%,-5.3%
CCC(CC)c1nnc(NC(=O)C23CC4CC(CC(NC(C)=O)(C4)C2)C3)s1,-0.4%,i,3.2,-4.8%,-0.1%,-3.7%,-4.4%,-6.6%,-0.1%
CCc1ccc(NC(=O)C2CCCN2C(=O)NC2CCCCC2)cc1 (stereo unspecified),-13.5%,i,9.2,7.5%,3.5%,33.2%[activator],-2.4%,2.4%,1.9%
S=c1[nH]nc(C2CCCCC2)n1/N=C/c1cccc(Br)c1,-14.0%,i,8.7,3.7%,0.0%,2.5%,-0.9%,-7.9%,-3.6%
O=C(Oc1ccccc1Cl)c1ccc2c(=O)n3c(nc2c1)CCC3,-0.7%,i,10.8,-0.7%,0.7%,-1.5%,14.6%,21.0%,3.1%
CN1CCN(C(=S)NC(=O)c2ccc(S(=O)(=O)N3CCOCC3)cc2)CC1,3.1%,i,0.0,·,-0.8%,-0.9%,23.9%,-9.1%,3.5%
O=C(/C=C/c1ccccc1[N+](=O)[O-])Nc1cccc(S(=O)(=O)NC2=NCCCCC2)c1,-37.5%[inhibitor],?,-16.2,-6.7%,12.3%,-17.1%,-18.8%,?,-12.9%
Cc1cccc(/C=C(\C(=O)O)c2ccc(S(=O)(=O)N3CCCC3)s2)c1,2.8%,i,19.4,-6.0%,0.4%,-2.4%,-0.4%,-2.0%,-10.7%
CCOc1ccccc1CNS(=O)(=O)c1ccc2[nH]c(=O)sc2c1,-4.2%,i,14.8,0.0%,2.3%,-24.8%,-13.8%,-2.2%,-4.5%
CSc1ccccc1NC(=O)CSc1n[nH]c(C)c1[N+](=O)[O-],0.4%,i,5.1,·,3.4%,?,-34.1%,3.3%,0.1%
C[C@@H]1CN([C@H](C)CO)C(=O)CCCn2nncc2CO[C@H]1CN(C)S(=O)(=O)c1ccc2c(c1)OCCCO2,·,i,2.7,4.3%,0.1%,5.4%,-6.9%,·,·
O=C(CCc1nc2ccccc2c(=O)[nH]1)Nc1ccccc1N1CCCC1,15.7%,i,-5.1,9.4%,-0.4%,5.0%,1.6%,-22.0%,5.0%
O=C(CNC(=O)c1ccccc1Cl)c1ccccc1,-5.1%,i,8.5,-7.2%,5.6%,-3.1%,-3.5%,9.8%,0.6%
O=C1OC(C(=O)NCc2ccccc2)Cc2ccccc21 (stereo unspecified),?,i,15.5,-11.2%,-1.1%,10.7%,0.7%,0.9%,0.0%
Cc1ccccc1-n1c(SCc2csc(Nc3ccccc3)n2)nnc1-c1cccnc1,?,?,-23.4,-33.9%,3.6%,?,-31.0%,?,-12.7%
CCc1ccc(NC(=O)c2cnc(N3CCN(c4ccccn4)CC3)c3ccccc23)cc1,?,?,-18.7,-6.2%[11.3 µM],0.1%,19.1%,-1.7%,11.6µM*,?
C/C=C\C=C\C(=O)Nc1cccc(C2=NOC3(C2)C[C@H](C(N)=O)N(C(=O)c2ccccc2C(=O)c2ccccc2)C3)c1 (stereo partly specified),?,?,-12.4,?,4.6%,?,-9.7%,-2.7%,-9.1%
Cc1ccc2nc(/C(C#N)=C\c3cc(O)ccc3[N+](=O)[O-])[nH]c2c1,?,i,3.0,-28.6%,2.4%,5.0%,-12.1%,-4.0%,-16.1%
CCOc1ccc(CCN2C(=O)C(=O)N([C@@H](CC(C)C)CN3CCC[C@H]3CN3C(=O)C(=O)NC[C@@H]3Cc3ccccc3)C[C@@H]2CC(C)C)cc1,·,?,-1.3,3.2%,-0.3%,·,·,·,·
C=CCn1c(=O)/c(=C\c2ccsc2)s/c1=C(/C#N)C(=O)NCCN1CCOCC1,11.8%,i,?,13.1%,0.1%,83.5%[activator],-21.6%,1.1%,-6.2%
O=C1NC[C@@H](Cc2ccc(O)cc2)N(CCc2cc(C(F)(F)F)cc(C(F)(F)F)c2)C1=O,·,i,-9.7,14.3%,-0.1%,·,·,·,·

Entries shown so far that have fluorine (5):
structure,MCF10A rerep,ATXN viability,IL1B secr inh,ATXN2 expr inh,Nrf2 ARE act,TGFb SMAD3 inh,HepG2 tox,Nrf2 inh,A549 viability
CCc1ccc2oc(=O)cc(CN3CCN(c4ccc(F)cc4)CC3)c2c1,?,?,11.1,?,2.5%,3.8%,-3.9%,?,-18.4%
O=C(NCc1cc(C(F)(F)F)cc(C(F)(F)F)c1)c1cc(-c2cc(F)ccc2OCC2CCCO2)n[nH]1 (stereo unspecified),·,i,13.0,8.1%,0.6%,-6.9%,-13.1%,·,·
CN(C(=O)Cn1cnc2onc(-c3ccc(F)cc3)c2c1=O)c1ccccc1Cl,·,i,·,-1.7%,0.5%,?,-32.8%,?,5.5%
Fc1cccc(CNC2CCN(CCc3ccccc3)CC2)c1,16.4%,i,·,-11.4%,0.3%,-9.8%,-16.3%,7.2%,-4.5%
O=C1NC[C@@H](Cc2ccc(O)cc2)N(CCc2cc(C(F)(F)F)cc(C(F)(F)F)c2)C1=O,·,i,-9.7,14.3%,-0.1%,·,·,·,·

Compounds as they come (roughly 8.8% active in at least one column).
